CAL PDZ FP-1: human CAL PDZ-peptide interaction inhibition | inhibition, % at 20 µM | Q9HD26 | 330,000 compounds, 0.02% hits | AID 504414 | purified CAL PDZ, TMR-peptide fluorescence polarization, 1 h;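 active = highest replicate inhibition of at least 40%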;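 note: plate controls were DMSO neutral control wells for no effect and unlabeled competitor peptide control wells for full effect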
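Material: tagged CAL PDZ domain; buffer or medium: 25 mM sodium phosphate pH 7.4, 150 mM NaCl, TCEP, IgG, Thesit; compound dosing: single point, 20 µM; schedule: 1 h incubation at room temperature before polarization reading; measured by: FP readout, S and P plane fluorescence; read-out basis: percent inhibition from loss of millipolarization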
MITF TRPM1 HTS: increases MITF-driven TRPM1 promoter luciferase signal | activation, % at 12.5 µM | 300,000 compounds, 0.75% hits | AID 588334 | SK-MEL-5 TRPM1-promoter luciferase, 24 h; % of positive control, neutral wells = 0;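 active = mean activation of at least 80% with every replicate also reaching 80%; inconclusive = mean reaches 80% but some replicate falls short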;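 note: 0% = neutral control wells and 100% = parthenolide positive control wells; values of inactives mirror those of a sister screen read the other way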
PfHsp90 set2: inhibits growth of yeast expressing Plasmodium falciparum Hsp90; 310,000 compounds, 0.32% hits; inhibition, % at 9.4 µM; S. cerevisiae expressing PfHsp90, BacTiter-Glo ATP, 48 h; yeast lacking PDR1 and PDR3 efflux regulators;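 active = every replicate shows inhibition above about 80%, whatever the replicate mean, limit read from the data; inconclusive = mean inhibition reaches the set limit but some replicate falls short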;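 note: 0% = DMSO neutral controls and 100% = 20 µM radicicol positive controls; yeast relying on Plasmodium falciparum Hsp90 in place of its own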
dFosB activator: enhances mouse delta FosB homodimer DNA binding | activation, % at 25 µM | purified delta FosB, TAMRA-CDK5 oligo fluorescence polarization; percent of positive-control signal above neutral wells | 340,000 compounds, 0.99% hits | AID 493131 | P13346;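 active = mean activation above about 17%, with every replicate also reaching it, limit read from the data, passing the limit was not always enough; inconclusive = only one of the two conditions met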;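 note: fluorescence polarization rise as delta FosB binds a TAMRA Cdk5 AP-1 oligo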
Target sequence (P13346 whole entry, looked up): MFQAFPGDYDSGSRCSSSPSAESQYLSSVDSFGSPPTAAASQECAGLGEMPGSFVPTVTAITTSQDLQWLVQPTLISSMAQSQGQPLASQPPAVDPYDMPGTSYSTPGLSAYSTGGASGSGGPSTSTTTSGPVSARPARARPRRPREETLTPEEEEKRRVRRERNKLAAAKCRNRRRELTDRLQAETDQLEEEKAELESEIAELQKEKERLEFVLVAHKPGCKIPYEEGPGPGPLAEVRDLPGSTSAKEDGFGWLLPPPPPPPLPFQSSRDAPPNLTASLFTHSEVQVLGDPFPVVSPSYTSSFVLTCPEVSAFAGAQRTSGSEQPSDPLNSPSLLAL
SR-BI HDL uptake: inhibitors of mouse SR-BI mediated HDL lipid uptake. inhibition, % at 12.5 µM. AID 488896. Q61009. ldlA[mSR-BI] CHO cells, DiI-HDL uptake fluorescence, 3 h. 320,000 compounds, 0.96% hits;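 active = mean replicate inhibition of at least 70% and a set share of replicates each scoring 70 or more; inconclusive = meets just one of the two criteria; inactive = fails both criteria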;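 note: 0% = median of neutral control wells and 100% = median of positive control wells; values of inactives mirror those of a sister screen read the other way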
Target sequence (Q61009 whole entry, looked up): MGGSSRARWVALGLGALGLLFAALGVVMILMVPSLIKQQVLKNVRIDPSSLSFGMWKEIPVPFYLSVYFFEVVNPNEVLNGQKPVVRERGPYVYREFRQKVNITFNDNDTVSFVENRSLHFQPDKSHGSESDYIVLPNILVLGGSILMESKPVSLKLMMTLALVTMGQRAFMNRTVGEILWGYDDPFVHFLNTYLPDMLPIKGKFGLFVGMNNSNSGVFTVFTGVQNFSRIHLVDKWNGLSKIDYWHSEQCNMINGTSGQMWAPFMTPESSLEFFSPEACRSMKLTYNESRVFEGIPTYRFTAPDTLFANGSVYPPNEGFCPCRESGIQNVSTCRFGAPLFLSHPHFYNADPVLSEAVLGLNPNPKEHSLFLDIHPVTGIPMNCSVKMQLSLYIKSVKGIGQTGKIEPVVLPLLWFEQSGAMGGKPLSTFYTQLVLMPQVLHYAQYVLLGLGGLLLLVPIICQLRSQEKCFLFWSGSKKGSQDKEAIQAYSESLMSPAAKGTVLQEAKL
PvdQ acylase: blocks Pseudomonas aeruginosa PvdQ acylase activity | purified PvdQ acylase, fluorescence plate reader | inhibition, % at 10 µM | 340,000 compounds, 0.063% hits | AID 488965; in the data active = inhibition above about 30%, passing the limit was not always enough; inconclusive = no clear call, values can overlap the other calls;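 note: 0% = vehicle neutral wells and 100% = reference inhibitor wells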
CAL PDZ FP-2: CAL PDZ (human) peptide binding inhibition; purified CAL PDZ, TMR-peptide fluorescence polarization, 1 h; 300,000 compounds, 0.92% hits; inhibition, % at 24.9 µM; Q9HD26; AID 602252;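 active = mean inhibition of at least 30% with at least half of replicates also reaching 30%; inconclusive = no clear call, values can overlap the other calls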;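 note: 0% = DMSO neutral control and 100% = excess unlabeled competitor peptide PRC23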
NSD2 HMT inh: NSD2 (human) methyltransferase inhibition. O96028. NSD2 peptide methylation, AlphaScreen, 120 min. inhibition, % at 12.5 µM. 310,000 compounds, 0.54% hits. AID 743445; in the data active = inhibition above about 50%
Rtt109 Vps75: inhibitors of Candida albicans Rtt109/Vps75 histone acetyltransferase | inhibition, % at 34.9 µM | 330,000 compounds, 0.16% hits | AID 540336 | Q5AAJ8 | purified Rtt109/Vps75, ThioGlo CoA-SH fluorescence, 4 h;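 active = inhibition of at least 50% in every replicate; inconclusive = best replicate reaches 50% inhibition but some replicates fall short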
SR-BI DiI-HDL act: enhances SR-BI lipid uptake from DiI-HDL | CHO ldlA[mSR-BI] cells, DiI-HDL uptake fluorescence, 3 h; 100 = double the neutral-control signal | activation, % at 12.5 µM | 320,000 compounds, 0.096% hits;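 active = mean replicate activation of at least 60% and every replicate at or above 60%; inconclusive = mean or all-replicate condition met, but not both; inactive = mean below 60% and not all replicates reaching 60%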;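 note: 0% = median plate neutral-control signal and 100% = twice that signal; values of inactives mirror those of a sister screen read the other way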
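system = CHO ldlA[mSR-BI] cells, LDL receptor-null, SR-BI overexpressing | medium = Ham's F12 with 0.5% BSA, HEPES 25 mM, pH 7.4 | probe or stimulus = DiI-HDL 10 µg/mL | compound dosing = single-point compound dose | incubation = compound exposure 3 h, 37 °C | technique = DiI fluorescence, bottom read | read-out = cell-associated DiI fluorescence as measure of HDL uptake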
Numbers without * were called inactive; ? = inconclusive; nt = no result given.

SMILES	CAL PDZ FP-1	MITF TRPM1 HTS	PfHsp90 set2	dFosB activator	SR-BI HDL uptake	PvdQ acylase	CAL PDZ FP-2	NSD2 HMT inh	Rtt109 Vps75	SR-BI DiI-HDL act
Cc1ccc(N2CC(C)Cn3c2nc2c3c(=O)[nH]c(=O)n2C)cc1 (configuration not stated)	-1.3	-13	-5	0	30	6	-3	-1	2	-30
CC(C)Oc1ccc2ccccc2c1CNC[C@H]1O[C@@H](n2cnc(C(N)=O)n2)[C@H](O)[C@@H]1O	0.8	-3	-6	0	5	0	-4	nt	-10	-5
Cc1cccc(N2CCN(C(=O)c3ccc(CS(=O)Cc4ccc(Cl)cc4)o3)CC2)c1C (configuration not stated)	-0.4	0	-37	-16	22	-8	7	1	6	-22
CCCCNC(=O)CC(C(=O)N1CCc2ccccc21)n1ccnc1 (configuration not stated)	-2.0	-3	nt	-4	-2	9	nt	0	7	2
Cn1c(=N)n(CC(=O)c2ccc(Br)cc2)c2ccccc21	0.1	-48	9	-3	-12	1	0	2	1	12
CCCCN(C)C(=O)c1ccc2c(c1)N(CC)C(=O)c1ccccc1S2(=O)=O	0.6	6	-10	-9	-10	-9	-4	nt	-2	10
C=CCNC(=S)Nc1ccc2nsnc2c1	-0.2	3	14	1	-23	12	-1	7	-4	23
CC1CCN(S(=O)(=O)c2ccc3ncn(CC(=O)N(C)C4CCCCC4)c(=O)c3c2)CC1	-2.1	-7	-16	-11	-5	1	7	1	23	5
CCC(=O)c1ccccc1OCCN1CCN(CC)CC1	1.1	3	13	-15	-1	-13	-10	3	nt	1
Cc1ccc(C)c2[nH]c(=O)c(CN(CCN3CCCC3)C(=O)Nc3cccc(Cl)c3)cc12	-3.4	-3	4	9	13	0	-4	0	8	-13
NC1=C(Cl)C(=O)c2ccc(S(N)(=O)=O)cc2C1=O	0.2	-96	9	-17	-23	-7	-2	114*	3	23
O=C(CN1C(=O)c2cccc3cccc1c23)N1CCN(Cc2ccc3c(c2)OCO3)CC1	-1.7	-8	-14	-3	16	-10	-1	27	-13	-16
Cc1cc(-c2csc(Nc3ccccn3)n2)ccc1F	-2.3	7	-17	-11	33	10	nt	1	5	-33
O=C(NCCc1ccccn1)c1ccc(COc2ccccc2)o1	-1.1	5	-70	-2	10	-12	-2	-1	-31	-10
Cc1ccccc1-n1c(SCC(=O)N/N=C/c2ccccc2OCC(=O)O)nc2ccccc2c1=O	-2.0	6	-23	-5	-29	-7	-6	2	3	29
NC(=O)C1CCN(C(=O)c2ccc(Cl)c(S(=O)(=O)N3CCCCCC3)c2)CC1	-0.7	2	-6	-5	-3	-12	11	1	0	3
O=C(O)CN1C(=O)SC(Nc2ccccc2)C1=O (configuration not stated)	-2.8	-14	17	4	0	-17	-1	4	nt	0
Cc1ccc(-c2c(C)sc3ncn(CC(=O)N4CCOCC4)c(=O)c23)cc1C	-3.3	5	14	-7	nt	-11	-7	3	-26	nt
CCCC1(C(=O)OC)NC(c2ccc(OC)cc2OC)C2C(=O)N(c3cccc(C(C)=O)c3)C(=O)C21 (configuration not stated)	nt	-5	7	-4	13	-19	-3	-3	2	-13
CCCCCn1c(CCNC(=O)c2cccs2)nc2ccccc21	-2.5	2	29	-9	41	-16	-3	nt	7	-41
COc1cc(OC)c(C(=O)Nc2ccc(S(=O)(=O)Nc3ncccn3)cc2)cc1OC	-1.2	-7	-11	4	-33	11	-9	0	-3	33
CCC(C)NC(=O)CCC(=O)Nc1ccc2nc(N3CCOCC3)cc(C)c2c1 (configuration not stated)	-0.7	nt	-10	-7	17	-17	nt	1	-16	-17
CCc1nccn1Cc1cc(C=O)ccc1OC	-1.2	-13	-21	-9	1	-19	-6	-6	-2	-1
Cc1ccc2c(C)c(C(=O)N(C)CCC3CCCCO3)oc2c1C (configuration not stated)	15	37	-30	-5	-30	-14	-7	-3	8	30
Cc1ccc(CNC(=O)CN2C(=O)NC(C)(c3ccccc3Cl)C2=O)cc1 (configuration not stated)	-2.2	12	13	-2	17	7	-2	0	1	-17
New compounds follow.
SMILES	CAL PDZ FP-1	MITF TRPM1 HTS	PfHsp90 set2	dFosB activator	SR-BI HDL uptake	PvdQ acylase	CAL PDZ FP-2	NSD2 HMT inh	Rtt109 Vps75	SR-BI DiI-HDL act
CCOc1ccccc1OCCC(=O)NNC(=O)Cn1nc(C)cc1C	-1.5	-4	-11	3	-17	-18	-3	4	-1	17
CCOC(=O)c1cnn(-c2ccc(Cl)cc2)c1C1CCN(C(=O)OC(C)(C)C)CC1	0.4	-4	-74	-4	35	5	-1	-3	15	-35
O=C(N1CCC(O)(c2cccnc2)CC1)C12CC3CC(CC(C3)C1)C2	-2.1	nt	2	-3	10	-12	5	-2	6	-10
Cc1ccc(/C=N/Nc2nc3ccccc3s2)o1	0.7	21	15	-1	5	18	-2	0	2	-5
CCOc1ccc(C2Oc3nc(SC)nnc3-c3ccccc3N2C(C)=O)cc1OC (configuration not stated)	-0.2	-2	-29	-3	-1	-6	2	nt	-8	1
O=C(O[C@@H]1[C@H](Cc2ccccc2)NS(=O)(=O)[C@H]2C[C@@H]3C=C[C@]12O3)c1ccccc1Br	0.2	5	5	-1	-20	-5	-3	nt	8	20
C#CC1CCCCC1NC(=O)Nc1cnccc1C(F)(F)F (configuration not stated)	-0.3	-1	-3	5	-6	-11	nt	-2	4	6
CC(=O)c1ccc(NC(=S)NNC(=O)NC2CCCCC2)cc1	-0.1	2	-32	-6	9	2	-5	nt	-7	-9
Cc1cc(NC(=O)CN2C(=O)/C(=C/c3ccccc3F)SC2=S)no1	-0.7	10	20	?	nt	5	nt	0	-7	nt
CCC(C)N=CC1=C(O)CC(c2ccccc2)CC1=O (configuration not stated)	-0.8	13	-9	-3	2	8	-3	-9	-2	-2
O=C(Nc1ccc(SC(F)F)cc1)c1ccc2nccnc2c1	-3.3	46	-32	1	40	-2	-2	0	nt	-40
CCOC(=O)C1(C(=O)OCC)C(C(=O)c2ccccc2)C1c1ccccc1 (configuration not stated)	-0.1	-1	-14	-2	1	-6	-6	-4	-2	-1
CCOc1ccc(C(CC(=O)O)n2cnnn2)cc1 (configuration not stated)	-0.7	-1	5	3	-12	-13	1	0	-13	12
O=C(Nc1ncn[nH]1)c1ccc([N+](=O)[O-])cc1[N+](=O)[O-]	nt	nt	nt	7	-18	-2	-4	nt	-6	18
CN(C(=O)c1cccc(NC(=O)c2ccccc2)c1)C1CCCCC1	-1.0	-16	-12	2	32	-18	48*	1	-2	-32
CC(C)(C)Nc1c(-c2cccs2)nc2ccccn12	0.1	12	-9	-4	26	-10	-1	-8	2	-26
O=C(CN1C(=O)c2ccccc2C1=O)NCCc1c[nH]c2ccccc12	-2.6	4	-12	5	5	-6	0	-1	1	-5
N#Cc1cccc(C(=O)OCC(=O)NCc2ccco2)c1	-1.0	-7	0	-2	-12	-1	6	-2	0	12
CCOC(=O)CNC(=O)CSc1nnnn1-c1cc(C)ccc1C	nt	0	18	7	7	-2	-2	0	7	-7
c1cnc(Oc2ccc(-c3nnco3)cc2)cn1	0.7	-12	-5	2	1	-7	12	3	1	-1
CCOc1ccccc1/C=C(\NC(=O)c1ccccc1)C(=O)NCCC(=O)O	-0.2	7	-1	-1	-6	4	-4	-1	-11	6
COc1ccc(-c2oc(=O)c3cc(OC)c(OC)cc3c2C(F)(F)F)cc1	-0.2	11	20	-2	-4	-6	-2	nt	0	4
CCN(CC(=O)NCc1cccs1)C(=O)Cc1ccc(C)c(C)c1	0.2	-13	-8	-1	-5	-6	3	2	6	5
COc1cccc(/C=N/n2c(COc3ccccc3)n[nH]c2=S)c1O	-1.2	-5	-29	-3	-4	-12	-6	7	-5	4
COc1cccc(C2c3c(oc4ccc(F)cc4c3=O)C(=O)N2CCCN2CCOCC2)c1 (configuration not stated)	-0.4	-2	-19	-2	-18	-7	nt	nt	1	18
Next section.
SMILES	CAL PDZ FP-1	MITF TRPM1 HTS	PfHsp90 set2	dFosB activator	SR-BI HDL uptake	PvdQ acylase	CAL PDZ FP-2	NSD2 HMT inh	Rtt109 Vps75	SR-BI DiI-HDL act
COc1ccc2[nH]c(-c3ccccc3)cc2c1	-3.0	106*	13	-5	34	-13	4	-2	5	-34
CCCCn1c(N)c(N(CCOC)C(=O)COC(=O)COc2cc(C)c(Cl)cc2C(C)C)c(=O)[nH]c1=O	-2.4	5	2	-7	23	-6	-3	2	28	-23
COc1ccc(CCNC(=S)N(C)C)cc1OC	0.3	nt	-9	-4	-5	-13	2	-1	-22	5
CC(=O)Nc1ccc(NC(=O)CSCc2cnn(-c3ccccc3)c2-n2cccc2)cc1	-2.3	4	3	-19	-5	-19	7	0	5	5
COc1cccc(C(=O)O/N=C(\N)c2ccccn2)c1OC	-1.3	-24	2	-7	-10	-20	-1	-5	-16	10
CC1=Nc2ccccc2/C1=C/c1sc(=S)n(-c2cccc(C(=O)O)c2)c1O	0.4	5	-16	-10	-6	20	-4	18	-3	6
CC1(C)CC(=O)C2=C(C1)N(Cc1ccc(F)cc1)C(=O)C2(NC(=O)c1cccnc1)C(F)(F)F (configuration not stated)	-1.6	5	nt	-6	-9	-17	nt	-1	-14	9
CC(C)(C)c1ccc(C(=O)NCCC(=O)NNC(=O)COc2ccccc2F)cc1	-1.0	5	-15	-3	-25	-11	-2	0	-1	25
O=C(Nc1c(C(=O)N2CCOCC2)cnn1-c1ccccc1)c1ccc([N+](=O)[O-])cc1	-2.3	-1	-17	-5	3	-9	-4	0	-6	-3
O=C1CCN(Cc2ccccc2)CCN1[C@H](CSc1ccccc1)Cc1ccccc1	-1.2	14	0	8	-7	1	0	nt	0	7
NC1=NC2(CCCCC2)N=C(Nc2ccc(Br)cc2)N1	-4.2	-7	-1	3	-28	-7	-4	2	-8	28
c1coc(CNc2nc3ccccc3n2CCN2CCOCC2)c1	-2.7	-18	36	5	-10	-7	-1	25	-10	10
COc1cc(NC(=O)CCc2nnc3ccc(N4CCCCC4)nn23)cc(OC)c1OC	-0.8	-5	-9	-16	-9	-3	-3	0	6	9
CN(CC(=O)Nc1ccccc1Cl)C(=O)COC(=O)C1CC1	-2.9	-4	-14	2	-2	-15	1	29	-11	2
COc1cccc(C2C(C(=O)c3cccs3)=C(O)C(=O)N2CCN(C)C)c1OC (configuration not stated)	-0.5	nt	nt	3	-20	-5	-2	-4	8	20
COC(=O)[C@H](CO)N1C(=O)[C@@H]2[C@H](C1=O)C1C=C[C@H]2C1	0.6	7	-20	-1	-12	-1	-4	nt	9	12
